# PMI inhibition – human PMI inhibitors, high substrate, primary screen, biochemical, fluorescence intensity, high mannose 6-phosphate (AID 1220); recombinant PMI enzyme, coupled fluorescence intensity; higher % means a stronger effect; one-dose inhibition, % at 20 µM; IC50 in µM for titrated hits; 0.66% of 190,000 active
# b-catenin transl – modulators of beta-catenin nuclear translocation. HeLa beta-catenin nuclear translocation, immunofluorescence imaging. nuclear translocation activity, % at 5 µM. 0.3% of 190,000 active;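 active = nuclear translocation activity above 50% at 5 µM, with a well cell count of 50 or more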;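 also: per-cell ratio of nuclear to cytoplasmic median beta-catenin stain intensity; plate controls were DMSO negative control for no effect and GSK-3 inhibitor IX positive control for full effect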
#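 Technique: fluorescence imaging of beta-catenin antibody stain plus DAPI / Material: human HeLa cell line / Incubation: compound treatment 24 h, 37°C, 5% CO2 / Read-out basis: % activation of per-cell nuclear versus cytoplasmic median beta-catenin signal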
# human PMI inhibition – MPI enzyme activity inhibition – biochemical, fluorescence intensity, coupled assay, primary screen (AID 1209); purified PMI enzyme, coupled fluorescence intensity; higher % means a stronger effect; one-dose inhibition, % at 20 µM; IC50 in µM for titrated hits; 0.42% of 190,000 active;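 also: plate controls were DMSO vehicle for no effect and wells lacking substrate for full effect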
# WT yeast gro inh – growth inhibition of WT yeast, mitochondrial fusion screen | mitochondrial fusion phenotypic screen, WT strain | inhibition, % at 10 µM | 2.1% of 190,000 active; in the data active = inhibition above about 58%; tested in S. cerevisiae
# MT stabilizer – microtubule stabilizers in HeLa cells | % tubulin-high responders, % at 10 µM | HeLa tubulin immunostaining HCS, 24 h; share of cells brighter than vehicle mean+2SD | 0.83% of 200,000 active | AID 2205;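 active = plate Z-score above 3 for both tubulin-high and condensed-nucleus cell shares, with cell loss under 80%, at 10 µM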;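 also: anti alpha tubulin signal scored within the nucleus-defined area of each cell; some results filed as inactive read as strong as hits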
# Dynein transport – dynein cargo transport inhibition; 3617.4 mouse cells, GR-EGFP nuclear translocation imaging; test concentration mostly 20 µM; stimulated with dexamethasone, 1 µM; stronger effect = lower value; z-score, hits read low; 0.47% of 220,000 active;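 active = plate z-score of nuclear minus cytoplasmic receptor signal below a set negative limit, without overly bright fluorescence or cell loss, cut at about -3.5 in these data, passing the limit was not always enough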;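 also: z-score of nuclear minus cytoplasmic ring GR-EGFP intensity difference per well; some compounds called inactive have numbers as strong as hits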
#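 Buffer or medium: tet-free, stripped-serum medium; Also added: dexamethasone, 1.0 µM final; Technique: high-content fluorescence imaging after fixation; Times: 48 h induction, 1 h compound, 30 min dex at 37 °C; Read-out: per-cell GR-EGFP intensity, nucleus versus surrounding cytoplasmic ring, well-averaged.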
# Ins promoter up – MIN6 insulin promoter up-regulation | z-score at 5 µM | MIN6 insulin promoter-GFP reporter, high-content imaging; stronger effect = higher value | AID 1625 | 0.3% of 190,000 active;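 active = z-score above 3 at 5 µM with at least 500 cells counted in the well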
# Yfh1-depleted yeast – mitochondrial function rescue without frataxin homolog – Friedreich's ataxia, plus single-dose screen, dose response (AID 1465). S. cerevisiae Yfh1-off respiration, WST-1 reduction, 72 h; higher fold induction means a stronger effect. fold induction at 50 µM; hits with a dose series show EC50 in µM. 0.074% of 220,000 active;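 active = fold induction of absorbance versus untreated yeast above a set limit, then at least 30% activation at any dose in follow-up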;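 also: activators that raise dye reduction in frataxin-depleted yeast; strong numbers were not always called active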
# Autophagy HCS – modulators of autophagy; 0.98% of 190,000 active; MEF GFP-LC3 puncta imaging; test concentration mostly 10 µM; AID 463193; calls only at 10 µM (by protocol);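 active = percentage of spot-positive cells more than 3 SD above its plate mean, without a fluorescence outlier flag or 80% toxicity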;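 also: spot-positive cell cutoff set from DMSO-treated cells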
# WT yeast gro inh mutant strain – second read-out of WT yeast gro inh, no call of its own (marks repeat the call); inhibition, %; mitochondrial fusion phenotypic screen, mutant strain inhibition
# Dynein transport cytoplasmic EGFP – recorded beside Dynein transport, whose call it bears; z-score; measured here: cytoplasmic GR-EGFP intensity; stronger effect = higher value
# Dynein transport nuclear GR-EGFP – further read-out of Dynein transport, marked with its call; z-score; measured here: nuclear GR-EGFP intensity;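 lower value marks the stronger effect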
# Dynein transport cell count – recorded beside Dynein transport, whose call it bears; z-score; measured here: cell count per field
# Ins promoter up cell count – also measured in Ins promoter up; calls as there; cell count; measured here: cytotoxicity, nuclei count;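 total cells summed across four imaged fields per well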
# b-catenin transl cell count 5 µM – further read-out of b-catenin transl, marked with its call; cell count; measured here: cell count, cytotoxicity flag
# MT stabilizer Hoechst-high % – recorded beside MT stabilizer, whose call it bears; % Hoechst-high responders; measured here: nuclear condensation Hoechst responders;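 share of cells brighter than vehicle mean plus two SD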
# MT stabilizer cytotoxicity % – also measured in MT stabilizer; calls as there; toxicity, %; measured here: cytotoxicity by cell density;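 0% = mean cell density of plate MIN control wells and 100% = no cells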
# Autophagy HCS cell loss 18 h – second read-out of Autophagy HCS, no call of its own (marks repeat the call); toxicity, %; measured here: cell loss, nuclei count;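 cell loss after 18 h compound exposure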
# Starred values were filed as active, the others as inactive; i = inactive; . = not tested or not shown; + = active, no number. Rule as the data show it, unless noted: active = inhibition above about 50%; inactive = the rest. Not a hit list; overall some 5% were active at least once.
SMILES,PMI inhibition,b-catenin transl,b-catenin transl cell count 5 µM,human PMI inhibition,WT yeast gro inh,WT yeast gro inh mutant strain,MT stabilizer,MT stabilizer Hoechst-high %,MT stabilizer cytotoxicity %,Dynein transport,Dynein transport cytoplasmic EGFP,Dynein transport nuclear GR-EGFP,Dynein transport cell count,Ins promoter up,Ins promoter up cell count,Yfh1-depleted yeast,Autophagy HCS,Autophagy HCS cell loss 18 h
O=C(NN1C(=O)C2C3c4ccccc4C(c4ccccc43)C2C1=O)C1CC1 (stereo unspecified),-5%,0.7,1517,2%,7,0,2.6,1.5,6.8,-0.21,-0.31,-0.059,0.8,-0.24,1461,i,i,22
Cc1ccccc1C(=O)Nc1cccc(C#N)c1,-2%,0.4,1198,-3%,-20,2,3.7,2.8,6.8,-1,-0.25,-0.48,0.63,.,.,i,i,1
Cc1nn(CC(=O)N2CC(=O)Nc3ccccc32)c(C)c1[N+](=O)[O-],-5%,-0.9,1059,-13%,3,-6,2.2,1.6,7.7,-0.6,-0.26,-0.6,1.2,0.18,1311,i,i,-12
CCCn1c2ccc(/C(C)=N\O)cc2c2cc(/C(C)=N/O)ccc21,19%,-1.3,942,5%,-36,-13,2.6,2.2,10,-0.79,-0.19,-0.28,2,-0.26,1424,i,i,2
Cc1[nH]n(-c2ccccc2)c(=O)c1/C=N/N1CCOCC1,.,0.0,1317,.,.,.,.,.,.,-0.39,-0.26,-0.28,1.2,0.54,1007,i,.,.
O=C(c1ccc(Cl)c(Cl)c1)N1CCC(=O)N(C(COCc2ccccc2)Cc2ccccc2)CC1 (stereo unspecified),6%,.,.,6%,16,-17,2.5,1.7,2.0,-0.34,-0.23,0.32,0.044,-0.48,1230,i,i,6
O=c1c2ccccc2[nH]c(=S)n1Cc1ccc2c(c1)OCO2,-8%,-0.4,1028,-18%,-13,-17,2.6,0.9,4.6,0.95,-0.31,0.51,-0.5,1.2,1093,i,i,-2
O=C(CN1C(=O)c2ccccc2S1(=O)=O)NC1CCCCCC1,8%,-0.8,1143,6%,11,-8,1.6,1.6,7.9,-0.3,-0.19,-0.051,-0.16,.,.,i,i,-13
CCOc1ncccc1C(=O)OCCN1C(=O)c2ccccc2C1=O,-9%,1.1,1129,-11%,3,13,2.8,2.8,8.0,0.17,-0.23,0.76,-0.051,0.66,1209,i,i,7
COc1ccc(C2CCCN2C(=O)Nc2ccc(Cl)cc2)cc1OC (stereo unspecified),17%,.,.,6%,14,13,4.6,4.2,6.3,-0.38,-0.24,-0.13,0.29,-0.62,788,i,+,13*
Cc1cccc(C)c1NC(=O)N1C2CCCC1CC(NC(=O)C(C)(C)C)C2 (stereo unspecified),-2%,-0.6,1155,-4%,1,-4,2.9,1.8,0.8,-0.35,-0.23,0.13,0.74,-0.01,1055,i,i,7
Cc1cccc(-c2noc(CCCC(=O)Nc3ccc(C(N)=O)cc3)n2)c1,0%,.,.,-1%,-17,-21,2.6,2.5,9.0,1.2,-0.19,0.78,-0.17,-0.82,920,i,i,6
CC(NC1CCCC1)c1ccccc1 (stereo unspecified),15%,-1.6,1049,14%,-29,-14,3.5,2.7,4.4,-1,-0.32,-0.19,0.93,0.05,1589,i,i,17
O=C(NCCO)C(=O)NCC1OCCCN1S(=O)(=O)c1cccs1 (stereo unspecified),8%,2.2,894,8%,-11,-2,1.5,1.9,7.7,0.032,-0.19,0.71,-1.5,0.14,1274,i,i,5
Cc1ccccc1NC(=O)N1CCCC(c2nc(-c3ccc(C(C)C)cc3)no2)C1 (stereo unspecified),7%,-5.7,987,12%,-1,3,2.4,1.7,8.6,-0.61,-0.22,-0.24,0.51,-2.8,735,i,i,-5
COc1ccccc1-c1noc(-c2cccnc2)n1,17%,1.3,1095,21%,6,2,2.6,1.8,7.8,-0.38,-0.21,0.052,0.32,-0.15,1186,i,i,1
S=C(NCc1ccco1)Nc1cccc(Cl)c1,13%,0.8,1064,10%,12,23,1.8,0.9,8.0,-0.41,-0.22,-0.51,0.48,0.08,1772,i,i,-13
CCOC(=O)c1c(C)oc2ccc(OC(=O)N3CCOCC3)cc12,10%,.,.,11%,8,1,3.7,2.2,8.4,-0.41,0.29,0.29,-0.001,-0.75,1091,i,i,8
CCCC(=O)Nn1cnc2c(c1=O)C1(CCCCC1)Cc1ccccc1-2,-8%,4.0,1066,2%,38,7,1.2,1.6,3.2,-0.48,0.22,-0.0037,0.53,0.14,1145,i,i,-2
C[C@@H]1NC(=O)[C@H](CCC(=O)O)NC(=O)c2cc([N+](=O)[O-])cc(F)c2NCCC[C@@H](C(N)=O)NC1=O,8%,.,.,-6%,-19,8,2.4,2.4,1.2,0.5,-0.29,0.61,0.23,0.05,1373,i,i,-22

# Three entries picked at random from the list so far, as already listed:
SMILES,PMI inhibition,b-catenin transl,b-catenin transl cell count 5 µM,human PMI inhibition,WT yeast gro inh,WT yeast gro inh mutant strain,MT stabilizer,MT stabilizer Hoechst-high %,MT stabilizer cytotoxicity %,Dynein transport,Dynein transport cytoplasmic EGFP,Dynein transport nuclear GR-EGFP,Dynein transport cell count,Ins promoter up,Ins promoter up cell count,Yfh1-depleted yeast,Autophagy HCS,Autophagy HCS cell loss 18 h
S=C(NCc1ccco1)Nc1cccc(Cl)c1,13%,0.8,1064,10%,12,23,1.8,0.9,8.0,-0.41,-0.22,-0.51,0.48,0.08,1772,i,i,-13
CC(NC1CCCC1)c1ccccc1 (stereo unspecified),15%,-1.6,1049,14%,-29,-14,3.5,2.7,4.4,-1,-0.32,-0.19,0.93,0.05,1589,i,i,17
Cc1ccccc1NC(=O)N1CCCC(c2nc(-c3ccc(C(C)C)cc3)no2)C1 (stereo unspecified),7%,-5.7,987,12%,-1,3,2.4,1.7,8.6,-0.61,-0.22,-0.24,0.51,-2.8,735,i,i,-5

# Next section.
SMILES,PMI inhibition,b-catenin transl,b-catenin transl cell count 5 µM,human PMI inhibition,WT yeast gro inh,WT yeast gro inh mutant strain,MT stabilizer,MT stabilizer Hoechst-high %,MT stabilizer cytotoxicity %,Dynein transport,Dynein transport cytoplasmic EGFP,Dynein transport nuclear GR-EGFP,Dynein transport cell count,Ins promoter up,Ins promoter up cell count,Yfh1-depleted yeast,Autophagy HCS,Autophagy HCS cell loss 18 h
CSc1nc2sccc2c(=O)[nH]1,-14%,-0.3,1056,-43%,1,10,3.1,2.5,9.1,1.2,-0.15,0.93,-2.7,-0.2,1246,i,i,-4
O=c1c2ccccc2nnn1CSc1nc2cc(Cl)ccc2c(=O)n1Cc1ccco1,.,.,.,.,.,.,3.0,2.8,24,1.3,0.042,0.82,1.2,.,.,i,i,-2
COc1ccc(CCNC(=O)CC2Nc3ccccc3NC2=O)cc1 (stereo unspecified),22%,0.0,1144,0%,7,-1,6.3,4.2,12,-0.082,-0.3,0.032,-0.087,2.3,917,i,i,-8
Cc1ccc(S(=O)(=O)NN2C(=O)c3ccccc3NC2c2ccco2)cc1 (stereo unspecified),5%,0.4,1081,7%,-3,-14,3.2,2.0,3.2,-0.21,-0.11,-0.057,-0.65,-0.2,1219,i,i,0
C=CCNC(=O)/C(C#N)=C/c1cc(Br)ccc1OC,-3%,0.8,1542,-2%,-6,12,2.0,1.5,7.9,0.072,-0.26,0.049,-0.17,.,.,i,i,-2
CCN1C(=O)[C@@H]2C(C(=O)c3cnccn3)=NN[C@@H]2C1=O,.,0.2,1350,.,.,.,.,.,.,-0.4,-0.3,-0.28,0.54,-0.44,1053,i,.,.
CCOC(=O)c1c(C)n(OCc2ccccc2)c2ccc3c(no[n+]3[O-])c12,1%,-0.6,1063,2%,15,-3,5.4,5.0,4.3,-1.4,-0.19,-0.38,0.74,0.75,1162,i,i,12
CS(=O)(=O)N(CC(=O)NCCSc1ccccn1)c1cccc2ccccc12,-9%,-1.3,1036,-6%,-5,-15,2.2,2.5,12,0.23,-0.2,0.26,0.21,0.31,1252,i,i,-3
Cc1nc2ccc(NC(=O)N3CCSCC3)cc2nc1C,9%,0.0,1045,7%,0,-5,2.8,1.6,9.5,2.5,-0.1,1,-2.2,-0.48,1212,i,i,-2
O=C(NCc1ccccc1)c1cc(-c2cccc(O)c2)on1,-6%,0.4,1011,0%,-8,-2,2.3,1.5,9.5,-0.43,0.0014,0.099,0.092,-0.53,1402,i,i,-9
Clc1cccc(NCc2nnc(SCc3ccc(Cl)cc3Cl)o2)c1,16%,1.8,478,19%,62*,9.8*,3.2,3.3,6.0,-0.17,-0.24,-0.27,0.091,0.35,1183,i,i,-9
CN(C)S(=O)(=O)c1ccc(C(=O)Nc2cc(=O)n(C)c(=O)n2C)cc1,4%,-3.5,571,-6%,-14,-19,1.7,2.6,10,-0.27,-0.26,-0.45,0.45,0.2,1288,i,i,5
CCOC(=O)c1sc(N(Cc2ccccc2)C(=O)COC(=O)c2ccccc2O)nc1C,13%,-3.9,558,10%,28,2,1.9,3.0,4.9,-0.72,-0.34,-0.76,0.83,-1,1320,i,i,-8
O=C/C=C/c1coc2ccc3ccccc3c2c1=O,.,-0.2,1306,.,.,.,.,.,.,-1.6,0.079,-0.69,0.22,0.29,1207,i,.,.
N#CCC(=O)Nc1ccc(C(=O)OCC(=O)c2ccc3c(c2)OCCO3)cc1,-1%,0.0,1079,-7%,-7,-9,4.5,2.5,1.9,0.12,0.4,0.071,0.48,0.61,1206,i,i,-6
CC1CCCC(NC(=O)Nc2cccs2)C1C (stereo unspecified),7%,1.6,1177,11%,4,-8,1.0,1.0,16,0.14,-0.007,0.16,0.11,-0.2,959,i,i,1
Cc1nn(C(C)(C)C)c(NC(=O)c2ccc(Cl)cc2Cl)c1Br,.,-1.4,1329,.,.,.,.,.,.,1.4,0.0012,1.3,-2.4,0.23,955,i,.,.
Cc1ccc(-c2cc(=O)c3ccc(Cl)cc3[nH]2)cc1,0%,-4.2,1154,11%,-3,15,2.2,1.3,1.5,-0.92,1.1,-0.026,0.54,0.07,1340,i,i,13
c1coc(CNc2nc(-c3cccs3)cs2)c1,5%,-0.6,1104,-6%,1,-6,3.0,2.1,6.9,0.13,-0.17,-0.49,-0.15,1.4,1225,i,i,20
